Bioassay records: PubChem, National Center for Advancing Translational Sciences (NCATS)
WRN inhibitor: blocks human WRN helicase. WRN helicase unwinding, fluorescent forked duplex, kinetic. Potency, µM (highest dose often 114 µM), for the others: at the top dose activity change, negative = inhibition, actives largely listed as inhibitors. AID 651768. Q14191. 360,000 tested, 0.46% active; also: potency is read from the fitted curve at half-maximal effect; % is scaled to controls: 0 for no effect and ±100 for the full control effect; nearly all actives have a fitted effect of over 55% in size
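Screening of the MLSMR collection measured strand separation of a quenched forked DNA duplex (100 nM) by 20 nM WRN with 2 mM ATP, all final. Compounds were preincubated with enzyme 15 min at room temperature.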
Abeta rescue: A-beta toxicity reversal in yeast; yeast expressing A-beta42, growth rescue, OD600, 48 h; response scale: 0% DMSO, 100% iron-clioquinol control; Potency, µM (series often up to 46.1 µM), inactives show top-dose growth rescue, usual class: activators; 410,000 tested, 0.063% active; AID 1347071; also: potency is read from the fitted curve at half-maximal effect; nearly all actives have a fitted effect of over 55% in size
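Yeast growth medium received pinned compounds, then yeast cells expressing toxic A-beta were added; plates incubated at 30 C for 48 hr. Growth read as absorbance at 600 nm, normalized to DMSO and equimolar FeCl3 plus clioquinol controls.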
PLK1 PBD block: inhibitors of human PLK1 polo-box domain binding; Plk1 PBD binding of FITC phosphopeptide, fluorescence polarization; Potency, µM, for inactives: max response, negative = inhibition, most hits filed as inhibitors; 360,000 tested, 2.8% active; AID 720504; also: potency is read from the fitted curve at half-maximal effect; series mostly up to about 57 µM; % is scaled to controls: 0 for no effect and ±100 for the full control effect; nearly all actives have a fitted effect of over 65% in size
EPAC1 ag: agonists of human EPAC1; O95398; EPAC1 agonist qHTS, biochemical assay; response scale: 100% = response to 6.5 mM cAMP; Potency, µM (series often up to 154 µM), without a hit: top-dose activation, actives largely listed as activators; 360,000 tested, 0.073% active; also: potency is read from the fitted curve at half-maximal effect; nearly all actives have a fitted effect of over 60% in size
Target sequence (O95398 whole entry, looked up): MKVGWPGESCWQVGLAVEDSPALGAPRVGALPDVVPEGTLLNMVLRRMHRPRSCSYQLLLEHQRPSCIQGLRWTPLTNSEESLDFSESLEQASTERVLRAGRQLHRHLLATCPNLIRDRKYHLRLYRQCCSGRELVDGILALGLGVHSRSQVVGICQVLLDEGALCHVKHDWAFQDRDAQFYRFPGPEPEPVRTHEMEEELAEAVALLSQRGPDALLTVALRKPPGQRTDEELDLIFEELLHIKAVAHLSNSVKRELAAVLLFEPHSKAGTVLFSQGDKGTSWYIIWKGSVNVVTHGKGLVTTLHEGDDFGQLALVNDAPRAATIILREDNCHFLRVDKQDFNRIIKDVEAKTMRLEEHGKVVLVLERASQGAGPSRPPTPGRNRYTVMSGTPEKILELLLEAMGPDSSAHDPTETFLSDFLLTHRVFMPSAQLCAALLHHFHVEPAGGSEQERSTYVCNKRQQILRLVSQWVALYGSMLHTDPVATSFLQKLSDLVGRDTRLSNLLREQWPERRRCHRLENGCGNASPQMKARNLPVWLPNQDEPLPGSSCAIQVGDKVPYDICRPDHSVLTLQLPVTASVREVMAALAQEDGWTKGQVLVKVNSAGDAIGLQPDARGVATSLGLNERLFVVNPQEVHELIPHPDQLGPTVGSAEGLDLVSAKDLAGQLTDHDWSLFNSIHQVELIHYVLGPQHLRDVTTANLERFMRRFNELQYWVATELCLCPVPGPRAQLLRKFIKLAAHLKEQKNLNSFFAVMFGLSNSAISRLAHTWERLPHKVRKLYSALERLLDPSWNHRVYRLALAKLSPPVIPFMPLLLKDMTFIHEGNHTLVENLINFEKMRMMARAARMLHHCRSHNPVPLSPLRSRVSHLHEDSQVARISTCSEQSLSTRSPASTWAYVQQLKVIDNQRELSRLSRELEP
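EPAC1 100 nM, Rap1B–BODIPY-GDP 250 nM, unlabeled GDP 50 uM; compound titration; 5 min RT; kinetic read ex480/em540 at 5-min intervals ×30 min; data normalized to 6.5 mM cAMP agonist control.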
FUS suppressor: suppressors of FUS proteinopathy in yeast. 390,000 tested, 0.24% active. Potency, µM (doses to about 76.6 µM), for inactives: at the top dose growth rescue (activation), usual class: activators. S. cerevisiae FUS-expressing, growth rescue, OD600, 24 h;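 also: potency is read from the fitted curve at half-maximal effect; plate controls were DMSO vehicle for no effect and reference control for full effect; nearly all actives have a fitted effect of over 55% in size; some results filed as inactive show a strong effect at the top dose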
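S. cerevisiae expressing FUS from galactose induction served as the toxicity model. Growth after 24hr at 30C, read as absorbance at 600 nm, indicates suppression of toxicity; compounds dosed at several concentrations.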
PI5P4Ka inh: PI5P4K alpha (human) kinase inhibition. AID 652105. max response, %. PI5P4Kalpha enzyme, ADP-Glo luminescence, 60 min; active compounds read low. 330,000 tested, 1.2% active. P48426; active = max response of -50% or lower; inconclusive = between -30% and -50%; inactive = -30% or higher; also: value at the top dose of about 77 µM; % is scaled to controls: 0 for no effect and ±100 for the full control effect
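ADP-Glo luminescence end-point after a 60 min room-temperature kinase reaction. PI5P4Kalpha and substrate in HEPES pH 7.4 buffer with EGTA, 0.1% CHAPS and 5% DMSO; ATP at 5 microM final.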
EPAC1 antag: blocks human EPAC1 exchange factor | EPAC1 GEF assay, Rap1b-BODIPY-GDP exchange fluorescence | Potency, µM (doses to about 115 µM), inactives show at the highest dose activity change, negative = inhibition, most hits filed as inhibitors | 360,000 tested, 0.14% active | AID 720709;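 also: potency is read from the fitted curve at half-maximal effect; plate controls were vehicle for no effect and positive control for full effect; nearly all actives have a fitted effect of over 50% in size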
IL-2 act: activates IL-2 in a cell-based reporter assay; IL-2 activation reporter assay, cell-based qHTS; stimulated with anti-CD3/CD4/CD28 beads; in transgenic mouse T cells; 360,000 tested, 0.065% active; activation, % (series mostly up to about 46 µM); in the data active = activation above about 50%; inconclusive = mostly about 30% to 49%; also: 0% is about no effect
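Unstimulated transgenic mouse T cells, 750 per well, received compound and, after 60 minutes, anti-CD3/anti-CD4 bead plus anti-CD28 stimulation. EGFP and DsRed were quantified after 18 hours.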
Active calls of the source: *; ? = inconclusive; . = no result given; & = joins results of further samples; [ ] = another dose, or the depositor's remark. Unless noted, calls follow the shape of the dose curve; as a rule, active = well fitted curve in the direction sought with a large enough effect; inconclusive = small, poorly fitted or top-dose-only effect, or another doubt; inactive = no such curve, though single readings can be large; an effect the other way counts as inactive or inconclusive.

Key to letters: A = WRN inhibitor; B = Abeta rescue; C = PLK1 PBD block; D = EPAC1 ag; E = FUS suppressor; F = PI5P4Ka inh; G = EPAC1 antag; H = IL-2 act
1) O=C1C(=O)N(CCN2CCOCC2)C(c2ccccc2)/C1=C(\O)c1ccc2c(c1)OCCO2 (stereo unspecified)
  A: -13%; B: -7%; C: -1%; D: -1%; E: .; F: -18; G: 12%; H: -0.6
2) CN1CCN(C2CN(Cc3cn(Cc4ccccc4F)nn3)S(=O)(=O)C2)CC1 (stereo unspecified)
  A: -3%; B: -11%; C: -1%; D: 19%; E: -11%; F: 1; G: -15%; H: -0.1
3) O=C(C1CC1)N(Cc1ccco1)c1nc(-c2ccccc2)cs1
  A: -12%; B: -15%; C: -2%; D: 20%; E: 36%; F: 4; G: -10%; H: 0.9
4) COc1ccc(OC)c(NC(=S)NCCCN2CCOCC2)c1
  A: 7%; B: 21%; C: -21%; D: -1%; E: .; F: 5; G: -11%; H: 0.5
5) Cc1nn(-c2ccccc2)c(C)c1C(=O)OC(C)C(=O)Nc1ccc(C(N)=O)cc1 (stereo unspecified)
  A: -2%; B: 3%; C: 6%; D: -2%; E: -1%; F: 5; G: 6%; H: 0.5
6) N#CCC(=O)N/N=C/c1ccc(OCc2ccccc2)cc1
  A: 0%; B: 14%; C: -18%; D: 3%; E: 18%; F: 3; G: -9%; H: -0.6
7) COc1ccccc1-c1nc2c3ccccc3nc(=S)n2[nH]1
  A: -1%; B: -7%; C: -13%; D: 7%; E: -8%; F: 2; G: -26%; H: -1.4
8) CCCNC(=O)CN1C(=O)NC2(CCCc3cc(OC)ccc32)C1=O (stereo unspecified)
  A: 2%; B: 12%; C: -2%; D: 0%; E: 21%; F: .; G: 15%; H: -0.4
9) CCOC(=O)C1=C(c2ccccc2)OC(N)=C(C#N)C1c1cccnc1 (stereo unspecified)
  A: 6%; B: -14%; C: -14%; D: 8%; E: -2%; F: -5; G: -10%; H: -2.2
10) Nc1ccc(-c2nc3cc(N)ccc3s2)cc1
  A: -4%; B: 20%; C: -2%; D: 0%; E: 34%; F: 2; G: -15%; H: -0.2
11) C[C@@H]1C(=O)OC[C@H]1NC(=O)OCc1ccccc1
  A: -4%; B: 1%; C: -12%; D: 0%; E: -3%; F: 6; G: 3%; H: 2.9
12) CC(C)C(NC(=O)c1ccco1)C(=O)OCC(=O)Nc1ccc(C(N)=O)cc1 (stereo unspecified)
  A: 1%; B: -4%; C: -15%; D: 7%; E: 18%; F: -3; G: 17%; H: -1.0
13) O=S(=O)(c1ccc2ccccc2c1)N(CC(O)COCc1ccco1)c1ccccc1 (stereo unspecified)
  A: -5%; B: 0%; C: -7%; D: 10%; E: 37%; F: .; G: -13%; H: -2.3
14) CC(=O)Cn1c(N2CCC(Cc3ccccc3)CC2)nc2c1c(=O)[nH]c(=O)n2C
  A: -9%; B: 2%; C: -7%; D: -4%; E: 6%; F: 2; G: -4%; H: -0.6
15) CC(C)C[C@@H](CO)N1CCN(CCc2ccccc2)CCC1=O
  A: -2%; B: -6%; C: 4%; D: -18%; E: -2%; F: 21; G: -8%; H: -0.9
16) c1cncc(C(c2nnnn2C2CCCCC2)N2CCCCC2)c1 (stereo unspecified)
  A: 3%; B: 17%; C: -4%; D: -11%; E: 0%; F: 1; G: -23%; H: 0.3
17) O=C(COc1ccccc1)Nc1cc2c3c(c1)CC(=O)N3CCC2
  A: -6%; B: 15%; C: -1%; D: -4%; E: 17%; F: -4; G: 7%; H: 0.2
18) CC(C)NC(=O)NC(=O)COC(=O)c1cccc(S(=O)(=O)N2CCCCC2)c1
  A: 3%; B: 0%; C: 0%; D: -5%; E: .; F: -6; G: 11%; H: 0.6
19) COc1ccc(C(=O)N2CCNC(=O)C2CC(=O)Nc2cc(Cl)ccc2OC)cc1 (stereo unspecified)
  A: 10%; B: 3%; C: -5%; D: 2%; E: 15%; F: 5; G: -5%; H: 0.2
20) COc1ccc(C2=NOC(c3nnc(-c4ccccc4)o3)C2)cc1 (stereo unspecified)
  A: -1%; B: -15%; C: 2%; D: 1%; E: -6%; F: -5; G: -6%; H: 0.1
21) CN(CC(=O)Nn1cnnc1)S(=O)(=O)c1ccccc1
  A: 0%; B: 8%; C: -3%; D: 2%; E: 10%; F: .; G: 5%; H: 1.8
22) Cc1ccc(COc2ccc3c(c2)OCO3)cc1
  A: -16%; B: -14%; C: 3%; D: -1%; E: -4%; F: 5; G: -10%; H: 3.3
23) Cc1ccc(-c2csc(NS(=O)(=O)c3cccc(F)c3)n2)o1
  A: 32µM*; B: 20%; C: 24µM*; D: 9%; E: 44%; F: -68*; G: ?; H: 0.4
24) O=C(O)/C=C/C(=O)Nc1ccc(S(=O)(=O)N2CCCC2)cc1
  A: -6%; B: 3%; C: -1%; D: 6%; E: -8%; F: -1; G: 0%; H: -0.6
25) COc1cccc(/C=C/C(=O)OCC(=O)c2c(N)n(C)c(=O)n(C)c2=O)c1
  A: 0%; B: -3%; C: -5%; D: 11%; E: .; F: 4; G: -16%; H: -2.1

An excerpt from above in order of formula weight, low to high.
Key to letters: A = WRN inhibitor; B = Abeta rescue; C = PLK1 PBD block; D = EPAC1 ag; E = FUS suppressor; F = PI5P4Ka inh; G = EPAC1 antag; H = IL-2 act
6) N#CCC(=O)N/N=C/c1ccc(OCc2ccccc2)cc1
  A: 0%; B: 14%; C: -18%; D: 3%; E: 18%; F: 3; G: -9%; H: -0.6
25) COc1cccc(/C=C/C(=O)OCC(=O)c2c(N)n(C)c(=O)n(C)c2=O)c1
  A: 0%; B: -3%; C: -5%; D: 11%; E: .; F: 4; G: -16%; H: -2.1
5) Cc1nn(-c2ccccc2)c(C)c1C(=O)OC(C)C(=O)Nc1ccc(C(N)=O)cc1 (stereo unspecified)
  A: -2%; B: 3%; C: 6%; D: -2%; E: -1%; F: 5; G: 6%; H: 0.5
18) CC(C)NC(=O)NC(=O)COC(=O)c1cccc(S(=O)(=O)N2CCCCC2)c1
  A: 3%; B: 0%; C: 0%; D: -5%; E: .; F: -6; G: 11%; H: 0.6

The list continues:
Key to letters: A = WRN inhibitor; B = Abeta rescue; C = PLK1 PBD block; D = EPAC1 ag; E = FUS suppressor; F = PI5P4Ka inh; G = EPAC1 antag; H = IL-2 act
26) CC1CCCCN1CC(O)COCc1ccc(Cl)cc1 (stereo unspecified)
  A: 5%; B: 5%; C: 4%; D: 4%; E: -6%; F: 27; G: -13%; H: 3.9
27) O=C(NC(NC(=S)Nc1ccccc1C(=O)O)C(Cl)(Cl)Cl)c1ccccc1 (stereo unspecified)
  A: -31%[57.1 µM]; B: -9%; C: 6µM*; D: 6%; E: 15%; F: -58*; G: 7%; H: -1.8
28) CCN1CCN(c2ccc(S(=O)(=O)N3CCCCC3)cc2NC(=O)Cc2ccccc2)CC1
  A: 3%; B: -1%; C: -5%; D: 12%; E: 5%; F: 1; G: 17%; H: -0.5
29) COc1ccc(CNC(=O)Cn2cccc2C(=O)c2ccccc2C)cc1
  A: -4%; B: -3%&-13%; C: -12%; D: -5%; E: 2%&-8%; F: -1; G: ?; H: 1.3
30) CCOC(=O)Cc1csc(N/N=C\c2ccccc2OC)n1
  A: -5%; B: 7%; C: -6%; D: 3%; E: 12%; F: 0; G: -8%; H: -0.6
31) O=C(NC(=S)NC1CCSC1=O)c1ccccc1 (stereo unspecified)
  A: -7%; B: 6%; C: -6%; D: 14%; E: -24%; F: 7; G: 3%; H: 2.1
32) Cc1[nH]c(C)c(S(=O)(=O)N2c3ccccc3CC2C)c1C(=O)N1CCCCC1 (stereo unspecified)
  A: -3%[57.1 µM]; B: 11%; C: 1%; D: 8%; E: 16%; F: -2; G: 1%; H: 2.6
33) CCOc1cc(C(=O)N(CC)CC(=O)Nc2c(F)cccc2F)ccc1OCC(=O)N1CCOCC1
  A: 3%; B: 4%; C: -3%; D: -6%; E: 6%; F: 6; G: 11%; H: -5.5
34) Cc1cc(C(=O)N/N=C/c2ccc(-c3cccc(Br)c3)o2)n[nH]1
  A: -7%; B: 5%; C: 4%; D: -2%; E: 6%; F: -16; G: -6%; H: 0.1
35) O=C(NNC(=O)C12CC3CC(CC(C3)C1)C2)c1ccncc1
  A: -1%[57.1 µM]; B: 4%; C: 4%; D: -1%; E: -7%; F: 0; G: 2%; H: 1.5
36) NNC(=O)Cc1cn(-c2ncc(C(F)(F)F)cc2Cl)c2ccccc12
  A: -4%; B: 24%; C: -2%; D: 6%; E: 42%; F: 2; G: 4%; H: -2.7
37) Cc1cc(C)c(NC(=O)NC(=O)c2ccc(F)cc2)c(C)n1
  A: -3%; B: -8%; C: 4%; D: 9%; E: 6%; F: 0; G: 3%; H: -0.7
38) CCCS(=O)(=O)N1CCCC(C(=O)NC2CCCC(C)C2C)C1 (stereo unspecified)
  A: -2%; B: -6%; C: -3%; D: -3%; E: 0%; F: 7; G: 33%[activator]; H: -0.2
39) Cc1ccc(C(=O)N/C(=C\c2cccc([N+](=O)[O-])c2)C(=O)OCN2C(=O)c3ccccc3C2=O)cc1
  A: -5%; B: 11%; C: 0%; D: -4%; E: -4%; F: 1; G: 6%; H: -1.3
40) O=c1[nH]c([N+](=O)[O-])nn1C(c1ccccc1)c1ccccc1
  A: 3%; B: 4%; C: -9%; D: -2%; E: -2%; F: -9; G: -3%; H: -2.2
41) Cc1noc(C)c1CSc1ccc2ccccc2n1
  A: 5%; B: -1%; C: -2%; D: 12%; E: 7%; F: .; G: -4%; H: -2.8
42) CC(=O)c1cccc(OCc2cc(C(=O)NCc3nc(C)c(C)s3)no2)c1
  A: -7%; B: 10%; C: -17%; D: 5%; E: .; F: 1; G: -17%; H: 1.5
43) CCOC(=O)/C(=N\Nc1ccccc1Cl)N(C)C1CCCCC1
  A: 5%; B: 7%; C: ?; D: 6%; E: -19%; F: 1; G: 7%; H: -0.4
44) CCOc1cc(N2CCOCC2)c(OCC)cc1NC(=O)c1ccccc1
  A: -1%; B: -14%; C: -5%; D: 3%; E: 16%; F: -9; G: -5%; H: -0.2
45) O=C1c2ccsc2SCCN1Cc1cccc(F)c1
  A: 13%; B: 1%; C: -5%; D: -1%; E: 6%; F: -1; G: 1%; H: -3.2
46) Cc1ccc(NC(=O)c2nc[nH]c2C(=O)N[C@H](C)c2ccccc2)cc1
  A: -8%; B: ?; C: -4%; D: 8%; E: 37%; F: 37; G: -15%; H: 0.4
47) O=C(O)CC(O)C(=O)O (stereo unspecified)
  A: -3%; B: 9%; C: -1%; D: 0%; E: -23%; F: 13; G: -8%; H: -1.7
48) Cc1c2cnn(-c3ccccc3)c(=O)c2c(C)n1CCCC(=O)NCCN1CCN(C)CC1
  A: 1%; B: 2%; C: -16%; D: 3%; E: 24%; F: 7; G: ?; H: 0.3
